Eya2 inh = Eya2 (human) phosphatase inhibition | recombinant Eya2, OMFP fluorescence dephosphorylation (OMFP is methylfluorescein phosphate) | Potency, µM (top dose mostly 76.9 µM), without a hit: top-dose activity, negative = inhibition, most hits filed as inhibitors | AID 488837 | hit rate 0.006% among 330,000 | O00167; note: potency is the fitted concentration of half-maximal effect; % is set by controls: 0 for no effect and ±100 for the full control effect
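Eya2 protein (added as 0.2 uM solution) was preincubated with compound for 10 min at ambient temperature in 50 mM HEPES pH 7.5, 50 mM NaCl, 5 uM MgCl2, 0.05% BSA, 1 mM DTT. OMFP (added at 50 uM) then reacted 10 min; fluorescence read at 485/525 nm.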
Tb PFK inh = blocks T. brucei phosphofructokinase. O15648. T. brucei PFK, ADP-Glo luminescence. Potency, µM (doses to about 57.5 µM), for inactives: top-dose activity, negative = inhibition, most hits filed as inhibitors. hit rate 0.17% among 330,000. AID 485367;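 note: potency is the fitted concentration of half-maximal effect; 0% = uninhibited 1x PFK enzyme wells and -100% = no-enzyme wells; nearly all actives have a fitted effect of over 60% in size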
Target sequence (O15648 whole entry, looked up): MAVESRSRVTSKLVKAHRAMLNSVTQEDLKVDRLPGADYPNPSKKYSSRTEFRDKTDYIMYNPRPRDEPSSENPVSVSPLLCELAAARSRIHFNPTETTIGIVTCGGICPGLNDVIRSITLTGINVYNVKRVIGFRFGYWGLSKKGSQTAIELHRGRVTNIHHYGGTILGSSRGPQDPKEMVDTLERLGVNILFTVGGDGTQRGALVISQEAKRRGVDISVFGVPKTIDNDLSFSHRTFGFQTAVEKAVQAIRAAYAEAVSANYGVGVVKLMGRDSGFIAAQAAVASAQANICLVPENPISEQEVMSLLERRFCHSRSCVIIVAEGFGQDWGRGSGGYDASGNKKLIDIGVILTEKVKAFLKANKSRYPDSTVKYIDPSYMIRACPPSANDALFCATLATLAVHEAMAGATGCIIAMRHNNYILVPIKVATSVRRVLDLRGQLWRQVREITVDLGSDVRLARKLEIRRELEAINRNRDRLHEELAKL
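Compounds were pin-transferred as a titration series up to 57 uM into substrate buffer (0.5 mM F6P, 0.1 mM ATP, pH 8.0), then 1.25 nM PFK was added and reactions ran 45 min before ADP-Glo detection.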
A-T KAP1 phos = potential ataxia-telangiectasia treatment | Potency, µM (doses to about 57.5 µM), for the others: top-dose activation, usual class: activators | […] A-T fibroblasts, KAP-1 phosphorylation AlphaLISA; neocarzinostatin DNA damage 30 min before lysis | hit rate 0.19% among 320,000 | AID 485349; note: potency is the fitted concentration of half-maximal effect; % of control where 0% means no effect; nearly all actives have a fitted effect of over 45% in size
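ATM-like activity read as KAP-1 phosphorylation via AlphaLISA donor/acceptor antibody pairs after lysis and 6 hr at 25C. Cells were ATM-null patient fibroblasts ([…], hTERT), dosed 60 min, then exposed to the DSB inducer NCS for 30 min.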
Mito fusion yeast = inhibitors of mitochondrial division or activators of mitochondrial fusion | AID 485298 | hit rate 0.23% among 320,000 | Potency, µM (titrated, usually from 46.1 µM), inactives show at the highest dose growth rescue (activation), actives largely listed as activators | S. cerevisiae fusion-defective mutant growth rescue, CellTiterGlo 48 h;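 note: potency is the fitted concentration of half-maximal effect; % of control where 0% means no effect; nearly all actives have a fitted effect of over 45% in size; temperature-sensitive fusion mutants such as fzo1-1 at 37 °C on non-fermentable ethanol glycerol medium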
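S. cerevisiae fusion-defective temperature-sensitive mutants (e.g. fzo1-1, mgm1-5) grown 48 h at 37C in YPEG (ethanol/glycerol non-fermentable) medium with 23 nl compound per well; growth rescue read as CellTiterGlo luminescence.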
TSHR antag = blocks TSH signaling through the human TSH receptor. hit rate 0.2% among 330,000. TSHR-expressing cells, TSH-stimulated cAMP HTRF, 2 h; hits give low values. activity change, negative = inhibition, % at 11.5 µM. P16473. AID 504810;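 active = activity change below a set negative limit, meaning inhibition stronger than a set level, cut at about -70% in these data; inconclusive = activity change between two set negative limits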; note: % is set by controls: 0 for no effect and ±100 for the full control effect
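Read-out is FRET at 665 nm (cryptate excitation 337 nm) from a cryptate-tagged anti-cAMP antibody, competed by cell cAMP against cAMP-d2. Compounds are tested on freshly harvested TSHR cells challenged with 4nM TSH (EC80) for 2 hours at 37 deg C.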
TCR act = activates T cell receptor signaling. 330,000 tested, under 10 active. primary human leukocytes, anti-CD3, IL-2 HTRF, 48 h. Potency, µM (titrated, usually from 9.22 µM), inactives show at the highest dose activation of IL-2 secretion, hits mostly activators; note: % of control where 0% means no effect
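TCR engagement came from a-CD3 beads alone, with compounds added to primary human leukocytes for 48 hr. Secreted IL-2 bridged europium cryptate- and d2-labelled anti-IL-2 antibodies, giving FRET emission at 665nm after 320nm excitation.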
PTAP TSG101 blk = blocks PTAP/TSG101 interaction to inhibit HIV-1 budding | AID 493005 | Potency, µM (top dose mostly 115 µM), for inactives: top-dose activity change, negative = inhibition, usual class: inhibitors | 340,000 tested, under 10 active | Q99816 | Fluorescence polarization, FITC-PTAP peptide / Tsg101 binding; active = well fitted inhibition curve with a large enough effect in the main read-out, with a control signal flat, not every such curve was filed as active; inconclusive = small, poorly fitted or top-dose-only effect, or effect the other way, or a change in a side signal; inactive = no such curve, though single readings can be large or run the other way; note: potency is the fitted concentration of half-maximal effect; % of control where 0% means no effect
Target sequence (Q99816 whole entry, looked up): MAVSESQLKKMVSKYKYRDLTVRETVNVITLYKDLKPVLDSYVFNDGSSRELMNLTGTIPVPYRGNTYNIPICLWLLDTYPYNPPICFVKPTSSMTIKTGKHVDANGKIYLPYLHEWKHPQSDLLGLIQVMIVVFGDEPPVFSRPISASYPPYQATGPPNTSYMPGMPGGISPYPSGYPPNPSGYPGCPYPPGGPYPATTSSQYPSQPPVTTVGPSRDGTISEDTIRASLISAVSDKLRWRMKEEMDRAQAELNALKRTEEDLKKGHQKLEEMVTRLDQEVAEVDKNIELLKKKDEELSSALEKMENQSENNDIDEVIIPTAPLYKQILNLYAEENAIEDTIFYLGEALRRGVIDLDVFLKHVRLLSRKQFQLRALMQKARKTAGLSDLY
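FP read-out: FITC-PTAP peptide, 50 nM final, binding Tsg101 binding domain, 10 uM final; 20 min, r.t.; 10 mM HEPES pH 7.5, 0.15 M NaCl, 0.01% Tween 20, 3 mM EDTA, 0.1 mM TCEP.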
Chronic BCR inh = inhibitors of chronic active B-cell receptor signaling; ABC-DLBCL IkBa-CBG/CBR reporter, luminescence ratio, 4 h; Potency, µM (series often up to 46.1 µM), without a hit: top-dose ratio change, negative = lower green/red ratio, usual class: inhibitors; hit rate 0.05% among 340,000; AID 493014; active = well fitted inhibition curve with a large enough effect in the signal ratio, with a control signal flat, not every such curve was filed as active; inconclusive = small, poorly fitted or top-dose-only effect, or effect the other way, or a change in a side signal; the % refers to the signal ratio;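 note: potency is the fitted concentration of half-maximal effect; plate controls were basal doxycycline-induced cells for no effect and cells given 10 µM MG132 for full effect; MG132 reads +100%, hits lower the ratio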
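Compounds up to 46 uM were incubated four hours with TMD8 cells whose green CBG68 luciferase is fused to IkappaBalpha; red CBR luminescence normalised the signal, and concentration-effect curves were fitted to fusion, red and ratio data.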
ELG1 DNA repair = inhibitors of ELG1-dependent DNA repair in HEK293T cells | HEK293T ELG1-luciferase reporter, luminescence, 16 h; DNA damage induced by 5-fluorouridine | Potency, µM (top dose mostly 46.1 µM), inactives show at the highest dose activity change, negative = inhibition, actives largely listed as inhibitors | hit rate 2.3% among 330,000 | AID 504467; note: potency is the fitted concentration of half-maximal effect; % is set by controls: 0 for no effect and ±100 for the full control effect; nearly all actives have a fitted effect of over 55% in size
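Cells (2,000 per well) received 5-fluorouridine plus test compound or DMSO and were incubated 16 hr at 37 °C, 5% CO2. Luciferase activity was read by luminescence 30 min after ONE-Glo addition; signal suppression marked inhibition of damage-induced ELG1 function.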
a7 integrin act = integrin-mediated muscular dystrophy alleviation activation | alpha7betagal myoblasts, beta-gal FDG fluorescence, 48 h | Potency, µM (doses to about 38.3 µM), for inactives: top-dose activation, actives largely listed as activators | hit rate 0.064% among 350,000 | AID 624291;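 note: potency is the fitted concentration of half-maximal effect; 100% = response of the positive control SU9516; nearly all actives have a fitted effect of over 60% in size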
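Alpha7betagal+/- myoblasts (passage 13) were plated 16-24 hr, then exposed to compounds (1:260 dilution of DMSO stock) for 48 hours at 37C. After MPER lysis, β-galactosidase reporter activity was read as FDG fluorescence (ex 480/em 540) after 30 minutes.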
S-ASM inh = inhibitors of human secretory acid sphingomyelinase; Potency, µM (doses to about 57.5 µM), inactives show top-dose activity change, negative = inhibition, most hits filed as inhibitors; hit rate 0.006% among 340,000; placental ASM, HMU-PC fluorogenic substrate, 60 min; note: potency is the fitted concentration of half-maximal effect
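qHTS format. ASM enzyme prepared from human placenta hydrolyses the fluorogenic substrate HMU-PC0 (9 uM final) over 60 min at 37 °C after a 10 min compound preincubation.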
The depositor's hits bear a star; ? = inconclusive; nt = not tested or not shown; [ ] = another dose, or the depositor's remark. Unless noted, calls come from the whole dose curve; as a rule, active = well fitted curve in the direction sought with a large enough effect; inconclusive = small, poorly fitted or top-dose-only effect, or another doubt; inactive = no such curve, though single readings can be large; an effect the other way counts as inactive or inconclusive.

SMILES	Eya2 inh	Tb PFK inh	A-T KAP1 phos	Mito fusion yeast	TSHR antag	TCR act	PTAP TSG101 blk	Chronic BCR inh	ELG1 DNA repair	a7 integrin act	S-ASM inh
COc1ccc(C2C(C#N)=C(N)Oc3cc(C)[nH]c(=O)c32)c(OC)c1OC (centres undefined)	-8%	-7%	-5%	-2%	6	-2%	-5%	?	3%	7%	4%
O=C(CSC(=S)N1CCCCC1)c1c(F)cccc1F	7%	0%	0%	-8%	0	-2%	0%	?	?	-10%	0%
CCn1cc(/C=N\NC(=O)c2ccc3c(c2)c(C)c(C)n3Cc2ccccc2)c(C)n1	-3%	-1%	-1%	3%	0	-8%	-2%	-12%	-8%	-5%	-20%
Cc1ccc(C)c(S(=O)(=O)N2CCCOC2CNC(=O)C(=O)NCCC2=CCCCC2)c1 (centres undefined)	5%	0%	3%	3%	?	-3%[46.1 µM]	-2%	-4%	?	-27%	2%
C=CCN1C(=O)C2(/C(=C(\O)c3ccc4c(c3)OCCO4)C(=O)C(=O)N2CCCOC)c2ccccc21 (centres undefined)	-10%	-8%	-6%	-1%	18	-14%	-7%	?	11%	2%	-2%
CCCOc1ccc(NC(=O)c2cc3cc(C)ccc3[nH]2)cc1	4%	-3%	14%	0%	-1	0%	-6%	0%	14%	-1%	0%
CC(C)NC(=O)C(=O)NCC(c1ccc2c(c1)OCO2)N1CCOCC1 (centres undefined)	15%	-2%	-5%	0%	5	14%	-7%	-2%	10%	-2%	4%
COc1ccc(C(=O)/C=C/c2ccc(N3CCCCC3)c([N+](=O)[O-])c2)c(OC)c1	0%	1%	-3%	-5%	-10	-4%[46.1 µM]	-9%	-21%	-5%	-55%[inhibitor]	nt
CN(C)CCCn1c(NCc2ccc3c(c2)OCO3)nc2ccccc21	15%	2%	nt	-6%	-2	8%	-2%	?	17%	?	2%
Cc1ccc(NC(=O)COc2ncnc3c(Cl)cc(Cl)cc23)cc1[N+](=O)[O-]	5%	1%	-7%	0%	-2	3%[46.1 µM]	0%	1%	0%	1%	-3%
O=C(c1c[nH]c(C(=O)C(Cl)(Cl)Cl)c1)c1ccccc1F	?	-1%	-11%	2%	2	-7%	-2%	?	-3%	-1%	2%
Cc1cccc(NS(=O)(=O)c2ccc(C(=O)NCC(c3ccco3)N3CCCCC3)cc2)c1C (centres undefined)	-22%	2%	-7%	-2%	4	8%	6%	3%	-17%	-17%	-1%
COc1ccc(OC)c(S(=O)(=O)NCc2cn3c(C)csc3n2)c1	-4%	-2%	-3%	0%	13	-4%	-5%	0%	4%	10%	-2%
O=C(O)CSC(=S)N1CCCCC1	1%	5%	0%	-2%	21	-8%[46.1 µM]	-5%	-3%	7%	5%	6%
O=C(CSc1n[nH]c(=O)[nH]c1=O)N/N=C/C=C\c1ccccc1	17%	1%	8%	-1%	23	11%	-2%	?	?	-15%	4%
CCN(CC)C(=O)c1cc([N+](=O)[O-])cc2c1-c1ccc([N+](=O)[O-])cc1C2=C(C#N)C#N	-5%	-5%	13%	-7%	8	10%	0%	-1%	-19%	-3%	-2%
Fc1ccc2c(c1)C1OCCCC1C(c1ccccc1)N2 (centres undefined)	2%	0%	0%	-7%	-17	nt	-1%	-13%	-24%	-24%	-7%
COCCNC(=O)C(c1ccc(O)cc1)N(C(=O)CCC(=O)Nc1nccs1)c1ccc(C)cc1 (centres undefined)	4%	-1%	6%	2%	9	1%	-4%	0%	-2%	-9%	-1%
COc1ccc(C(=O)OCC(=O)Nc2ncc([N+](=O)[O-])s2)cc1OC	3%	-24%	-5%	3%	-4	5%	-6%	?	?	-37%	-2%
CCOc1ccc(-n2c(O)c(/C=N/NC(=O)C3COc4ccccc4O3)c3ccccc3c2=O)cc1 (centres undefined)	12%	?	-8%	3%	-9	-1%[46.1 µM]	4%	4%	?	-11%	33%
O=C(NN1C(=O)C2C(C1=O)C1C=CC2C12CC2)c1cccc(Cl)c1 (centres undefined)	-2%	-3%	-2%	-3%	6	-4%	-2%	11%	0%	10%	-1%
COc1ccc(C(=O)c2sc(Nc3cccc(OC)c3)c(C(=O)Nc3cccc(C)c3C)c2N)cc1	-22%	3%	-4%	18%	-2	-21%	-7%	?	?	-48%[inhibitor]	-11%
O=C(Cc1ccccc1)NNC(=O)C1CCN(c2ncccn2)CC1	0%	-2%	-7%	-4%	-9	-3%	-1%	0%	-6%	34%	3%
Cc1ccccc1-n1c(Cn2c(=O)sc3ccccc32)nnc1SCC(=O)N1CCCC1	9%	3%	6%	-4%	5	-5%	1%	7%	0%	-26%	2%
CCC(=O)N1N=C(c2ccc(C)o2)CC1c1ccc(Br)cc1 (centres undefined)	0%	-4%	0%	?	-2	1%[46.1 µM]	0%	1%	27%	-9%	0%

(further entries)
SMILES	Eya2 inh	Tb PFK inh	A-T KAP1 phos	Mito fusion yeast	TSHR antag	TCR act	PTAP TSG101 blk	Chronic BCR inh	ELG1 DNA repair	a7 integrin act	S-ASM inh
CCCC(=O)Nc1ccccc1NC(=O)CCC	-15%	1%	-1%	-4%	8	0%	-18%	4%	7%	18%	1%
COC(=O)[C@@]12CCCN1[C@H](c1ccc(-c3ccccc3)cc1)[C@H]1C(=O)N(C)C(=O)[C@H]12	-11%	-8%	?	9%	-10	-2%	-13%	-4%	-11%	25%	-2%
O=C(/C=C/c1cccc([N+](=O)[O-])c1)NCCSc1ccccc1	-5%	1%	2%	10%	1	6%	-2%	?	?	15%	0%
CSc1nc2ccc(NC(=O)c3ccc(F)c(F)c3)cc2s1	-4%	-6%	4%	25%	-9	4%	-1%	?	?	-31%[inhibitor]	0%
CCOc1ccc(/C=C2\SC(=S)N(C)C2=O)cc1OC	7%	-1%	1%	-4%	-6	3%	-1%	2%	-2%	31%	0%
Cc1ccc(CC(=O)Nc2ccc(Cl)cn2)cc1	-1%	1%	4%	-4%	13	-1%	-6%	?	?	?	0%
CCCn1c(N)c(C(=O)CSc2nnc(C3CC3)n2Cc2ccccc2)c(=O)n(C)c1=O	5%	-4%	2%	-6%	26	1%	1%	3%	14%	?	2%
O=C(CCSc1ccc(Cl)cc1)c1cccs1	6%	-1%	-3%	3%	-13	-2%	0%	0%	-22%	-60%[inhibitor]	-9%
O=C(Cn1nnc(-c2cccs2)n1)NCc1ccco1	1%	2%	2%[11.5 µM]	-1%	-6	6%	-3%	?	18%	-13%	4%
COc1cc(OC)c(OC)cc1/C=C/c1cc(C(F)(F)F)[nH]c(=O)n1	4%	-1%	-2%	0%	15	-16%	-8%	0%	8%	-17%	40%[activator]
CN=C1CC(C)(C)CC(=O)/C1=C(/O)CCCN1C(=O)c2ccccc2C1=O	-8%	0%	1%	-4%	7	-1%	0%	-2%	10%	-18%	1%
COc1ccc(-n2cc(CNCCCN3CCCC3=O)c(-c3ccccc3Cl)n2)cc1	8%	1%	0%	-1%	-1	-3%	1%	?	-4%	-24%	-2%
CCN(C(=O)COC(=O)/C=C/c1ccc(C)o1)c1c(N)n(Cc2ccccc2)c(=O)[nH]c1=O	-7%	0%	4%	0%	5	-3%	-1%	6%	16%	-13%	1%
N#Cc1ccc(-c2csc(NC(=O)c3ccc(N4C(=O)CCC4=O)cc3)n2)cc1	3%	-12%	?	-1%	4	5%	0%	?	-25%	15%	12%
Cc1ccccc1C(=O)NNC(=O)C1CCCN(c2ncccn2)C1 (centres undefined)	?	2%	-5%	1%	-14	2%	0%	-9%	8%	22%	5%
CCCNC(=O)Cn1cccc1C(=O)c1ccccc1	-9%	0%	2%	1%	-1	-6%	-2%	4%	-6%	13%	2%
CCN(CC)CCNC(=O)c1[nH]c2ccc(OCc3ccccc3)cc2c1C	-8%	1%	-1%	-2%	1	-1%	0%	-8%	7%	-45%[inhibitor]	-13%
Cc1ccc(CNC(=O)CSc2nc3c(sc4ccccc43)c(=O)n2CCCN2CCCC2)cc1	0%	-2%	3%	22%	-5	1%	0%	-1%	26%	0%	26%

From PubChem
